Assay outcomes deposited in PubChem BioAssay by National Center for Advancing Translational Sciences (NCATS).
aSyn yeast inh – inhibitors of alpha-synuclein toxicity in yeast; Yeast expressing alpha-synuclein, growth rescue, BacTiter-Glo, 24 h; Potency, µM (titrated, usually from 46.1 µM), for inactives: at the highest dose growth rescue (activation), hits mostly activators; 370,000 tested, 0.14% active; AID 652106; further: potency means the concentration at half of the fitted maximal effect; % of control where 0% means no effect; nearly all actives have a fitted effect of over 65% in size
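Rescue of yeast growth: cells expressing toxic alpha-synuclein, induced in galactose at OD600 0.02, incubated with compound 24 h at 30 C. ATP luminescence quantified growth; inhibitors of toxicity appear as activators.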
Abeta yeast res – A-beta toxicity reversal in yeast. yeast expressing A-beta42, growth rescue, OD600, 48 h; response scale: 0% DMSO, 100% iron-clioquinol control. Potency, µM (highest dose often 46.1 µM), for the others: at the top dose growth rescue, usual class: activators. 410,000 tested, 0.063% active. AID 1347071; further: potency means the concentration at half of the fitted maximal effect; nearly all actives have a fitted effect of over 55% in size
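Yeast A-beta toxicity model in growth medium with pinned compounds, 48 h at 30 C; growth read as absorbance at 600 nm. Normalized to FeCl3/clioquinol equimolar mix (positive) and DMSO (negative).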
EPAC1 agonist – agonists of human EPAC1. EPAC1 agonist qHTS, biochemical assay; response scale: 100% = response to 6.5 mM cAMP. Potency, µM (doses to about 154 µM), for the others: at the top dose activation, actives largely listed as activators. 360,000 tested, 0.073% active. AID 720707; further: potency means the concentration at half of the fitted maximal effect; nearly all actives have a fitted effect of over 60% in size
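Normalized to 6.5 mM cAMP, activity reflects EPAC1-catalysed release of BODIPY-GDP from Rap1B, followed kinetically over 30 min at 480 nm excitation, 540 nm emission. Reaction contained 100 nM EPAC1, 250 nM Rap1B-BODIPY-GDP, 50 uM GDP.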
PLK1 PBD block – PLK1 (human) polo-box domain binding inhibition; Potency, µM, inactives show max response, negative = inhibition, hits mostly inhibitors; 360,000 tested, 2.8% active; Plk1 PBD binding of FITC phosphopeptide, fluorescence polarization; P53350; further: potency means the concentration at half of the fitted maximal effect; series mostly up to about 57 µM; on the % scale 0 is the no-effect control and ±100 the full control effect; nearly all actives have a fitted effect of over 65% in size
WRN inhibitor – blocks human WRN helicase | Potency, µM (doses to about 114 µM), without a hit: at the top dose activity change, negative = inhibition, most hits filed as inhibitors | WRN helicase unwinding, fluorescent forked duplex, kinetic | 360,000 tested, 0.46% active; further: potency means the concentration at half of the fitted maximal effect; on the % scale 0 is the no-effect control and ±100 the full control effect; nearly all actives have a fitted effect of over 55% in size
Target sequence (Q14191 whole entry, looked up): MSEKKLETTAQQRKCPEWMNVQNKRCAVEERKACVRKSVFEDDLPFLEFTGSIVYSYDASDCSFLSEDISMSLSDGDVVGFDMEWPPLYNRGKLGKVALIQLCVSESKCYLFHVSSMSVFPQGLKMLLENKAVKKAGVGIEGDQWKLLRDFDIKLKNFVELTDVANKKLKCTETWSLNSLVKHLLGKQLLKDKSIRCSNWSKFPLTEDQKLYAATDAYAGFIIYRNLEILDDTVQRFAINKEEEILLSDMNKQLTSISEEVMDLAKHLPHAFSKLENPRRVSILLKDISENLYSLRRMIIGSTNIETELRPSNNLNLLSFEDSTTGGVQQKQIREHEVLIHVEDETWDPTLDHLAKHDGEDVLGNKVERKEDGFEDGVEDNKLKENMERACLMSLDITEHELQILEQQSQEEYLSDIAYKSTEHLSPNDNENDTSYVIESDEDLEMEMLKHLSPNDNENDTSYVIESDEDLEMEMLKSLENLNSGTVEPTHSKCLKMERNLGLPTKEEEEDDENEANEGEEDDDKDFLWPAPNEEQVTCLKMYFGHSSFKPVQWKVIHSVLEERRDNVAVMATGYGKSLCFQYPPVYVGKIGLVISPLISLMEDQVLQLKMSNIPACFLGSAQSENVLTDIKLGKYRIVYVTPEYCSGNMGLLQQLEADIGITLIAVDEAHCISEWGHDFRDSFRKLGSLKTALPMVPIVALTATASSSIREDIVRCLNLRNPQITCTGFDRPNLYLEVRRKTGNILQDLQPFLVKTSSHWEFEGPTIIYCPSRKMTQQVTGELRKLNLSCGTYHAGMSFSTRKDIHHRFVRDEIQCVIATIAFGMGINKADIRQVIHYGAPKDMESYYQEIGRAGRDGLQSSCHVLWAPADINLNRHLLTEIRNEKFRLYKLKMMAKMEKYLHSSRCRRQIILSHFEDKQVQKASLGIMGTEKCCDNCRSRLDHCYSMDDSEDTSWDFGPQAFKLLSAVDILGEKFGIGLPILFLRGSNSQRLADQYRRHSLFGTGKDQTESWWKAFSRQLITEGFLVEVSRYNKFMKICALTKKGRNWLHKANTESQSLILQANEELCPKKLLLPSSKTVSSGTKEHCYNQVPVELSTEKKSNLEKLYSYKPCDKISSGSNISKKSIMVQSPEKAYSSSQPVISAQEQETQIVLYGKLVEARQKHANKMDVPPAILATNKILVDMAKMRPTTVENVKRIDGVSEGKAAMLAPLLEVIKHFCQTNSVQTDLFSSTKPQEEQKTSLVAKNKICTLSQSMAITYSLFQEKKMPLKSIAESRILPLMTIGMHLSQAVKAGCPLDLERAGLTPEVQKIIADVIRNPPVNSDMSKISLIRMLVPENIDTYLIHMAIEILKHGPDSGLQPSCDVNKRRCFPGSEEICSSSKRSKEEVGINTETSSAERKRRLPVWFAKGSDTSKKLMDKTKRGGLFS
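Kinetic red-fluorescence monitoring (525/598 nm) tracks WRN helicase activity after 100 nM fluorophore-quencher forked duplex and 2 mM ATP are added to 20 nM enzyme pretreated 15 min at room temperature with compound.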
IL2 activator – IL-2 activation. AID 652025. 360,000 tested, 0.065% active. activation, % (series mostly up to about 46 µM). IL-2 activation reporter assay, cell-based qHTS; stimulated with anti-CD3/CD4/CD28 beads; in transgenic mouse T cells; in the data active means activation above about 50%; inconclusive means mostly about 30% to 49%; further: 0% is about no effect
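Unstimulated transgenic mouse T cells preincubated 60 min with compound, then stimulated with anti-CD3/anti-CD4-coated beads plus anti-CD28 for 18 h at 37 degrees C. IL-2 response read as EGFP and DsRed fluorescence by plate cytometry.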
EPAC1 antagonist – blocks human EPAC1 exchange factor. AID 720709. Potency, µM (highest dose often 115 µM), for the others: at the highest dose activity change, negative = inhibition, most hits filed as inhibitors. 360,000 tested, 0.14% active. EPAC1 GEF assay, Rap1b-BODIPY-GDP exchange fluorescence;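 further: potency means the concentration at half of the fitted maximal effect; plate controls were vehicle for no effect and positive control for full effect; nearly all actives have a fitted effect of over 50% in size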
PI5P4Ka inh – PI5P4K alpha (human) kinase inhibition | P48426 | PI5P4Kalpha enzyme, ADP-Glo luminescence, 60 min; stronger effect = lower value | max response, % | 330,000 tested, 1.2% active | AID 652105; active means max response of -50% or lower; inconclusive means between -30% and -50%; inactive means -30% or higher; further: value at the top dose of about 77 µM; on the % scale 0 is the no-effect control and ±100 the full control effect
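Controls without substrate or without enzyme flank wells where PI5P4Kalpha converts substrate using 5 microM ATP (final). Incubation lasts 60 minutes at room temperature; ADP formed is read by ADP-Glo luminescence.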
FUS yeast rescue – FUS proteinopathy suppression in yeast. AID 1347120. Potency, µM (doses to about 76.6 µM), for inactives: at the highest dose growth rescue (activation), usual class: activators. S. cerevisiae FUS-expressing, growth rescue, OD600, 24 h. 390,000 tested, 0.24% active;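 further: potency means the concentration at half of the fitted maximal effect; plate controls were DMSO vehicle for no effect and reference control for full effect; nearly all actives have a fitted effect of over 55% in size; some results filed as inactive show a strong effect at the top dose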
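Toxicity suppression screen in FUS-yeast. Cells induced with 2% galactose, starting OD 0.005, treated 24hr at 30C with compounds at multiple final concentrations; growth by OD600.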
* hit, by the source's call; ? = inconclusive; · = not tested or not shown; [ ] = remark or other dose. Unless noted, the call rests on the fitted dose curve; in most records, active means well fitted curve in the direction sought with a large enough effect; inconclusive means small, poorly fitted or top-dose-only effect, or another doubt; inactive means no such curve, though single readings can be large; an effect the other way counts as inactive or inconclusive.

Each structure is followed by: aSyn yeast inh	Abeta yeast res	EPAC1 agonist	PLK1 PBD block	WRN inhibitor	IL2 activator	EPAC1 antagonist	PI5P4Ka inh	FUS yeast rescue
COc1cc(S(=O)(=O)Nc2cccc3cn[nH]c23)c(OC)cc1C
  10%	0%	-13%	2%	-9%	-1.2	5%	7	7%
O=C(Nc1cccc([N+](=O)[O-])c1)c1cc(S(=O)(=O)N2CCOCC2)cs1
  1%	8%	0%	9%	-4%	-2.3	-18%	5	·
O=C(NCc1ccccc1F)C1CCCN1C(=O)Nc1ccc(F)cc1 (stereo unspecified)
  -1%	6%	13%	-14%	9%	-0.1	8%	-3	-6%
C=CCOC(=O)Cn1cnc2c(sc3nc(C)cc(C)c32)c1=O
  3%	-30%[inhibitor]	-1%	-1%	-6%	-0.9	-16%	-8	20%
COc1ccc(S(=O)(=O)N2CCN(C/C=C/c3ccccc3)CC2)cc1NC(C)=O
  -1%	8%	4%	-12%	5%	-1.5	?	-4	29%
O=C(OCc1c(F)cccc1Cl)c1cc([N+](=O)[O-])ccc1N1CCOCC1
  11%	?	12%	-7%	-11%	-3.2	-16%	15	27%
COC(=O)COc1ccccc1C(N)=O
  ·	8%	-1%	-2%	7%	-1.3	2%	3	2%
CCOC(=O)C1CCN(C(=O)COC(=O)CCOc2ccc(C)cc2)CC1
  -2%	0%	9%	-15%	8%	-0.6	-10%	-4	8%
CC(C)(C)NC(=O)Cn1c(=O)c(=O)n(Cc2ccccc2)c2ccc(Cl)cc21
  8%	1%	-10%	-3%	9%	0.5	-1%	-4	·
O=C(CCSc1ccc(Cl)cc1)N1CCN(S(=O)(=O)c2ccccc2)CC1
  0%	-27%	18%	?	?	-4.8	3%	-6	·
Cc1nn(CCCC(=O)Nc2ccccn2)c(C)c1[N+](=O)[O-]
  9%	-6%	4%	0%	-8%	1.3	4%	5	12%
CCN(CC(=O)Nc1ccc(OC)cc1)C(=O)C1CCN(C(=O)c2ccc(Cl)cc2)CC1
  20%[1.84 µM]	2%	-2%	-4%	1%	-0.3	17%	0	19%
Cc1ccc(OCC(=O)Nc2ccc(C(=O)O)cc2NC(=O)COc2ccc(C)c(C)c2)cc1C
  2%	6%	-22%	-13%	5%	-1.4	-22%	1	35%
O=C(NCCc1cccc(F)c1)C1CCN(S(=O)(=O)c2ccc(F)cc2)CC1
  0%	1%	8%	-2%	4%	-0.2	-1%	2	5%
O=C(COC(=O)Cc1ccccc1[N+](=O)[O-])NNC(=O)c1ccc([N+](=O)[O-])cc1
  3%	3%	-10%	-3%	-1%	0.6	-13%	-7	1%

An excerpt from above in order of heavy-atom count, ascending.
Each structure is followed by: aSyn yeast inh	Abeta yeast res	EPAC1 agonist	PLK1 PBD block	WRN inhibitor	IL2 activator	EPAC1 antagonist	PI5P4Ka inh	FUS yeast rescue
COc1cc(S(=O)(=O)Nc2cccc3cn[nH]c23)c(OC)cc1C
  10%	0%	-13%	2%	-9%	-1.2	5%	7	7%
O=C(NCc1ccccc1F)C1CCCN1C(=O)Nc1ccc(F)cc1 (stereo unspecified)
  -1%	6%	13%	-14%	9%	-0.1	8%	-3	-6%
O=C(OCc1c(F)cccc1Cl)c1cc([N+](=O)[O-])ccc1N1CCOCC1
  11%	?	12%	-7%	-11%	-3.2	-16%	15	27%
O=C(COC(=O)Cc1ccccc1[N+](=O)[O-])NNC(=O)c1ccc([N+](=O)[O-])cc1
  3%	3%	-10%	-3%	-1%	0.6	-13%	-7	1%
COc1ccc(S(=O)(=O)N2CCN(C/C=C/c3ccccc3)CC2)cc1NC(C)=O
  -1%	8%	4%	-12%	5%	-1.5	?	-4	29%

(continued)
Each structure is followed by: aSyn yeast inh	Abeta yeast res	EPAC1 agonist	PLK1 PBD block	WRN inhibitor	IL2 activator	EPAC1 antagonist	PI5P4Ka inh	FUS yeast rescue
O=C(NCc1cccnc1)C1CCC(CNS(=O)(=O)c2cccc3nsnc23)CC1 (stereo unspecified)
  3%	14%	4%	3%	0%	-0.3	-19%	1	-9%
CC(C)(C)c1cc(-c2ccccc2)n[nH]1
  4%	?	-5%	-6%	-1%	-1.3	-6%	5	1%
CCOc1cc(CNCc2ccc(C(=O)O)cc2)ccc1OC
  -14%	-11%	-2%	-15%	-14%[57.1 µM]	2.2	4%	10	1%
CCCC(=O)Nc1sc2c(c1C#N)CCCCC2
  -2%	-3%	1%	-9%	-1%	0.4	-6%	12	5%
CC1(C)Cc2c(c(=S)nc(-c3ccccc3)n2CCCN2CCOCC2)CO1
  -11%	-8%	6%	-13%	-1%	0.3	-7%	2	11%
COCCN(C(=O)COC(=O)c1sccc1C)c1c(N)n(Cc2ccccc2)c(=O)[nH]c1=O
  -4%	-2%	0%	-3%	-22%	1.4	3%	-3	·
CCCc1ccc(C(=O)NNc2cccc(C)c2)cc1
  3%	22%	10%	-10%	-7%	-0.4	?	1	0%
CCC(C)(C)NC(=O)CN(Cc1ccc2c(c1)OCO2)C(=O)CCC(=O)Nc1cc(C)ccn1
  1%	-1%	-14%	-4%	-1%	-0.6	-8%	6	17%
COc1ccc(NC(=O)Oc2ccccc2)cc1Cl
  10%	27%	-1%	?	-2%	-0.4	-21%	1	5%
COc1ccc(C(=O)NNC(=O)C(=O)/C=C(\O)c2ccc(C)cc2)cc1
  ?	10%	-1%	-8%	-9%	1.1	-24%	-1	?
C#CCOC(=O)c1ccccc1C(=O)N(CC)CC
  1%	-15%	8%	-4%	-6%	7.2	-8%	·	14%
Cc1ccc(C)c(Nc2ncnc3nc[nH]c23)c1
  -3%	-2%	-8%	-15%	-1%	0.8	-6%	-2	-19%
COc1ccc(C(=O)NC(=S)NCc2ccccc2)cc1
  -2%	0%	25%	2%	-1%	-0.2	-3%	0	·
Cc1ccccc1[C@@H]1C(C#N)=C(N)S[C@H]1C(=O)c1ccccc1
  11%	16%	27%	-13%	-5%	-3.0	-13%	·	59%
O=C(CN1C(=O)CCC1=O)Nc1nc(-c2ccc(Oc3ccccc3)cc2)cs1
  -3%	-7%	?	-20%	-10%	1.6	-7%	2	-6%
Cc1ccc(Nc2nc3nonc3[nH]c2=O)cc1C
  0%	2%	5%	-3%	3%	-0.2	5%	-15	-9%
CN(Cc1ccccc1F)C(=O)CN1C(=O)NC2(CCc3ccccc32)C1=O (stereo unspecified)
  -3%	5%	-45%[inhibitor]	-5%	-15%	-1.0	-3%	-3	30%
CCn1nnc(NC(=O)c2cc(Cl)c(OC)c(Cl)c2)n1
  1%	8%	8%	-15%	?	1.2	-9%	-13	12%
O=C(NC1CCCC1)c1cc(-c2cccc(Cl)c2)on1
  0%	4%	-8%	4%	-10%	-1.1	-22%	7	-7%
CCOC(=O)C1=C(CC)Nc2ccccc2N/C1=N\S(=O)(=O)c1ccc2ccccc2c1
  -5%	-9%	4%	-14%	-8%	-2.0	-3%	3	?
NC(=O)c1nc(N2CCOCC2)nc(N2CCOCC2)n1
  -2%	-3%	-8%	-5%	5%	-3.0	2%	-3	7%
O=C1C(=Nc2cccc(Cl)c2)CC(c2ccc(Cl)cc2)N1c1cccc(Cl)c1 (stereo unspecified)
  8%	-2%	7%	-2%	-3%	-0.7	-1%	-1	-3%
O=c1c2ccccc2ncn1-c1ccccc1[N+](=O)[O-]
  0%	6%	3%	-8%	0%	0.3	-12%	-3	-4%
COC(=O)c1cccc(C(=O)Nc2ccc(C)cc2)n1
  -1%	-16%	7%	0%	-9%	2.4	0%	17	8%
C/C(=N\Nc1ccc([N+](=O)[O-])cc1[N+](=O)[O-])c1ccc(-n2nncc2C(C)(C)C)cc1
  -5%	-10%	-11%	-1%	7%	-0.1	-9%	-13	·
O=C(Oc1c(CN2CCOCC2)cc(Cl)c2cccnc12)c1ccccc1Cl
  9%	-41%[inhibitor]	16%	-2%	-1%	-5.7	-2%	3	9%
CC1(C)CC2(C)OC(=N)C1(C#N)C2(C#N)C#N (stereo unspecified)
  -5%	13%	12%	-21%	-36%	0.1	-1%	-8	-27%
Cc1cnc(C(=O)N2CCN(S(=O)(=O)c3cc(C(F)(F)F)cc(C(F)(F)F)c3)CC2)cn1
  -11%	-2%	-25%	1%	-1%	-0.8	-15%	0	-11%
COc1ccc(-n2ncc3c(=O)n(CC(=O)N4CCCc5ccccc54)cnc32)cc1
  3%	-7%	10%	-2%	-2%	-0.5	0%	·	26%
CC(C)C[C@@H](CN1CCC[C@@H]1CN1C(=O)C(=O)NC[C@@H]1Cc1ccccc1)N1C[C@H](Cc2ccccc2)N(CC2CCCCC2)C(=O)C1=O
  2%	-7%	0%	-5%	3%	0.2	-15%	-4	22%
Cn1cnc([N+](=O)[O-])c1Sc1nc2ccccc2[nH]1
  0%	5%	4%	-12%	2%	-5.1	-18%	-15	10%
Cc1ccccc1Cn1cc(CCC(=O)N2CCOCC2)c2ccccc21
  1%	5%	1%	-9%	-8%[57.1 µM]	-1.2	1%	16	17%
O=C(COc1ccc(Br)cc1F)NC1CC1
  0%	4%	1%	1%	-6%	0.7	-6%	2	0%
CCN(CC)S(=O)(=O)c1ccc(Nc2ccc(-c3ccc4c(c3)OCCO4)nn2)cc1
  2%	6%	19%	-7%	-10%	-1.6	-15%	·	12%
O=C1CCCC/C1=C/Nc1ccc(C(=O)O)cc1
  11%	9%	8%	-14%	-12%	0.5	-3%	·	17%
NC(=O)c1ccc(NCC2CCCO2)c([N+](=O)[O-])c1 (stereo unspecified)
  -7%	-1%	4%	-9%	-9%	3.1	-12%	-2	16%
